Mtb UGM inh: blocks M. tuberculosis UGM enzyme; inhibition, % at 10 µM; 0.06% of 320,000 active; AID 504406; P9WIQ1; purified UGM, fluorescence polarization probe displacement; in the data active = inhibition above about 10%, passing the limit was not always enough
Target sequence (P9WIQ1 whole entry, looked up): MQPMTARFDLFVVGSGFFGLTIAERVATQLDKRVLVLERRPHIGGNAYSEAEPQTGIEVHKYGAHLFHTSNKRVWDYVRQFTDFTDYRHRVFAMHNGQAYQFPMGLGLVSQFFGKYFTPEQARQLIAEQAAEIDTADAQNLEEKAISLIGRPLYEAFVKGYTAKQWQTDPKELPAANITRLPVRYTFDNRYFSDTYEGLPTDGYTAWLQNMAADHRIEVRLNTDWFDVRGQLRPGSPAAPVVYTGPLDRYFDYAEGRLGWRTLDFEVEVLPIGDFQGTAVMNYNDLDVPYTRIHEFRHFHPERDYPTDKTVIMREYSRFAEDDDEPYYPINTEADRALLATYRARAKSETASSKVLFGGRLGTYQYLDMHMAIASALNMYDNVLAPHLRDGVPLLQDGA
Mtb BioA inh: inhibitors of Mycobacterium tuberculosis BioA enzyme; 0.096% of 360,000 active; purified M. tuberculosis BioA enzyme, plate reader; inhibition, % at 9.99 µM; AID 602481; in the data active = inhibition above about 40%
Mtb FBA inh: inhibitors of M. tuberculosis fructose-bisphosphate aldolase; P9WQA3; 2.3% of 360,000 active; AID 588726; inhibition, % at 1 µM; purified M. tuberculosis FBA, fluorescence read-out; in the data active = inhibition above about 27%;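 note: 0% = vehicle and 100% = reference inhibitor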
Target sequence (P9WQA3 whole entry, looked up): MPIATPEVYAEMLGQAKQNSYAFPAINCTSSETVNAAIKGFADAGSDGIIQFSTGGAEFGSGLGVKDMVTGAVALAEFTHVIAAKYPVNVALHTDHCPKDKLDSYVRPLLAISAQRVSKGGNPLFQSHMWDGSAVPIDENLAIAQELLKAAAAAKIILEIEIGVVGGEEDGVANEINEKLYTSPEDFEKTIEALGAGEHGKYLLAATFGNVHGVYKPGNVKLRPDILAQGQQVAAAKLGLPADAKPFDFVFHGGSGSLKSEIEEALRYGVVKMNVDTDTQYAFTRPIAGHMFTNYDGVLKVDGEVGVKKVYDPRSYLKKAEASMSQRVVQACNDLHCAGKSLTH
BH1578 lux ind: quorum light induction in luxS cqsA deficient V. cholerae. V. cholerae BH1578 lux reporter, luminescence, 6 h. activation, % at 18.7 µM. 0.16% of 350,000 active. AID 588436; in the data active = activation mostly above about 9.7%, no sharp cut-off; note: not every result past the cut was called active; inactives centre near 0; reference of the scale not given here
PfHsp40 yeast: rescue of PfHsp40-mediated yeast toxicity; growth rescue, % at 12.5 µM; S. cerevisiae expressing PfHsp40, growth rescue, ATP luminescence; 0.68% of 340,000 active; in the data active = growth rescue above about 28%, passing the limit was not always enough;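 note: yeast W303a lacking pdr1 and pdr3 grown in galactose medium; growth measured after three days at 30 °C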
TcdB inh: blocks C. difficile toxin B glycohydrolase activity. TcdB glycohydrolase enzymatic assay, plate reader. inhibition, % at 9.99 µM. 0.24% of 350,000 active. AID 652162; in the data active = inhibition above about 10%
FadD28 binding: blocks FadD28 binding to the bisubstrate probe | AID 588549 | 0.22% of 360,000 active | inhibition, % at 12.5 µM | fluorescence polarization; in the data active = inhibition above about 8.5%, passing the limit was not always enough
GDH-TPI inh: GDH-TPI coupled enzyme inhibition counter-screen; GDH-TPI coupled enzyme counterscreen, NADH absorbance; inhibition, % at 4.8 µM; 1.2% of 360,000 active; AID 588335; in the data active = inhibition above about 30%;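 note: 0% = DMSO wells and 100% = wells lacking the enzyme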
Y pestis TopoI: blocks Yersinia pestis topoisomerase I activity | Y. pestis Topo-I cleavage product accumulation, plate reader | activity, % at 10 µM | 0.064% of 360,000 active | AID 504884; in the data active = activity above about 50%, passing the limit was not always enough; note: inactives centre near 2
Starred values were filed as active, the others as inactive; i = inactive; / = no result given.

Sequence of screens – Mtb UGM inh, Mtb BioA inh, Mtb FBA inh, BH1578 lux ind, PfHsp40 yeast, TcdB inh, FadD28 binding, GDH-TPI inh, Y pestis TopoI
Cc1ccc(S(=O)(=O)NC(=O)Nc2c(C)cccc2C)cc1
  0.6, -1.5, -2, -9.4, 0.0, -1.6, -4.4, 6, 12
O=C(N/C(=C\c1cccs1)C(=O)N1CCOCC1)c1cccs1
  1.1, /, -6, -1.0, -1.0, 1.7, -0.9, 9, 7
Nn1c(SCC(=O)N2CCCc3ccccc32)nnc1-c1ccccc1
  2.3, -1.2, 1, i, 1.2, /, -4.8, -2, -5
O=C1CCN(Cc2ccccc2)CCN1CCOc1ccccc1
  -0.8, 1.6, 2, -2.1, -0.2, 1.3, -5.8, 8, 4
CCCCN1C(Nc2ccccc2)=NC[C@@H]1Cc1ccccc1
  2.0, 1.9, 0, -1.2, -0.7, 0.2, -1.3, 11, 2
COc1cccc(NC(=O)C(c2ccccc2)N2CCNC(=O)C2)c1 (configuration not stated)
  0.7, /, 1, 1.1, 0.3, /, -4.6, -3, 3
CN(CC(=O)NCc1ccc2c(c1)OCO2)CC(=O)Nc1ccc(F)c(F)c1F
  -0.5, 6.7, -4, i, -2.7, 0.9, -3.0, -2, 3
CCC1CCC2(CC1)NNC(=S)NN2
  0.9, /, -7, 0.8, 0.6, /, -2.9, -7, 2
O=C(NCC1CCCO1)c1cccc(F)c1 (configuration not stated)
  1.6, -1.0, 0, i, 0.1, /, -3.5, 3, 6
COc1ccc(Cc2nnc(NC(=O)c3ccc(Cl)c([N+](=O)[O-])c3)s2)cc1
  1.1, -2.4, 1, -0.7, -0.3, /, 0.1, 9, -2
CCCCCOc1ccc(Br)cc1/C(C)=N/NC1=NCCN1
  -1.6, 3.7, 0, i, 1.8, /, -9.1, -4, -9
C=CCc1cc(Cl)ccc1OCCOCCNCCOC
  -0.1, 2.0, 2, -0.6, -0.3, 0.1, -0.3, 2, 1
O=C(Cc1ccccc1F)Nc1ccc(S(=O)(=O)Nc2ncccn2)cc1
  -0.8, -2.2, 0, i, -0.5, 0.3, -0.7, -3, 4
CNc1cc(F)nc(F)n1
  -0.7, -1.3, 4, i, -0.3, /, -0.2, -3, 4
O=C(CSc1ccccn1)Nc1ccc2c(c1)CCC2
  1.2, -1.5, -2, 14, -0.5, -0.8, -1.3, 1, 7
CN(C)c1ccc(/C=N\NC(=S)SCN2C(=O)C3CCC(C)(C2=O)C3(C)C)cc1 (configuration not stated)
  4.1, -2.2, 0, i, 4.4, /, -2.2, 25, 1
CNC(=O)/C(C#N)=C1\SC(Cc2ccc(F)cc2)C(=O)N1c1ccccc1C (configuration not stated)
  0.5, 5.2, -3, i, -0.7, -2.3, -2.8, -2, 0
Cc1c(Cl)cccc1Nc1n[nH]c(=S)s1
  /, /, 7, -1.1, -1.2, 0.4, 2.1, 6, 0
CC(N=C1NS(=O)(=O)c2ccccc21)C(=O)NCc1ccc(F)cc1 (configuration not stated)
  1.3, /, -1, -0.7, 0.9, 0.9, -1.4, 3, 0
O=C1c2ccc(Oc3ccc4c(c3)C(=O)N(CCCCO)C4=O)cc2C(=O)N1CCCCO
  -0.6, /, 5, i, 0.0, /, -2.4, 1, 22

3 records drawn at random from those above:
Sequence of screens – Mtb UGM inh, Mtb BioA inh, Mtb FBA inh, BH1578 lux ind, PfHsp40 yeast, TcdB inh, FadD28 binding, GDH-TPI inh, Y pestis TopoI
O=C1c2ccc(Oc3ccc4c(c3)C(=O)N(CCCCO)C4=O)cc2C(=O)N1CCCCO
  -0.6, /, 5, i, 0.0, /, -2.4, 1, 22
O=C(CSc1ccccn1)Nc1ccc2c(c1)CCC2
  1.2, -1.5, -2, 14, -0.5, -0.8, -1.3, 1, 7
COc1ccc(Cc2nnc(NC(=O)c3ccc(Cl)c([N+](=O)[O-])c3)s2)cc1
  1.1, -2.4, 1, -0.7, -0.3, /, 0.1, 9, -2

Next part
Sequence of screens – Mtb UGM inh, Mtb BioA inh, Mtb FBA inh, BH1578 lux ind, PfHsp40 yeast, TcdB inh, FadD28 binding, GDH-TPI inh, Y pestis TopoI
Cc1cc(C)n2[nH]c(=O)c(N=Nc3cccc(Cl)c3)c2n1
  1.1, 0.6, -2, 2.2, 0.8, /, -1.8, 9, -1
N#Cc1cccc(NC(=O)COC(=O)CCc2nc3ccccc3c(=O)[nH]2)c1
  -1.5, -4.1, 5, -0.6, 0.1, 1.8, -1.5, 4, 6
CC(=O)C1=C(C)NC(SCc2ccc(C#N)cc2)=C(C#N)C1c1ccco1 (configuration not stated)
  -1.0, /, 1, 1.2, -0.1, 0.5, 1.3, -3, -1
Cc1noc(C)c1C(=O)N1CCCC(N2CCN(c3cccc(C(F)(F)F)c3)CC2)C1 (configuration not stated)
  1.9, -1.6, 5, -0.7, 0.4, 1.0, -1.1, 3, 7
Cc1ccc(/C=C2\Oc3c(ccc(O)c3CN3CCN(CCO)CC3)C2=O)cc1
  1.9, /, -8, i, -0.8, 1.1, -0.9, 17, -7
COc1ccc(C(=O)Nc2ccccc2C(=O)N2CCN(c3ccccc3)CC2)cc1
  2.3, 2.2, 5, i, 1.2, -1.7, 0.0, 2, 11
COc1ccc(-c2cc(C(=O)N3CCOCC3)c3cc(C)ccc3n2)cc1
  4.7, 2.6, 157*, 4.0, 3.9, /, -5.3, 14, 13
COCCN(C(=O)CSc1ncn[nH]1)c1c(N)n(Cc2ccccc2)c(=O)[nH]c1=O
  -0.1, -2.0, 0, -0.7, -2.5, -1.9, -4.0, 1, -8
Cn1c(=O)n(C)c2cc([N+](=O)[O-])c(N3CCN(S(=O)(=O)c4ccccc4)CC3)cc21
  -0.1, 0.2, -2, -0.5, 0.8, 0.7, -4.4, 4, 4
N#C/C(=C\c1cccnc1)c1ccc([N+](=O)[O-])cc1
  0.6, 10, 0, -1.5, -1.9, 0.2, -2.7, 27, -4
CC1CC(C)CN(C(C(=O)NC2CCCCC2)c2cc3ccccc3o2)C1 (configuration not stated)
  /, -1.2, -2, /, /, 1.9, -2.7, /, /
O=C(O)C(Cc1ccccc1)N=Cc1c(O)c2ccccc2oc1=O (configuration not stated)
  /, /, 3, -0.3, -2.0, 1.1, -2.5, 6, -12
C/C(=N\NC(=O)c1cc2c(s1)CCC(C)C2)c1cccnc1 (configuration not stated)
  1.8, /, -1, -0.3, 0.2, -0.8, -1.1, 6, -12
O=C(NCCCN1CCN(c2ccccc2F)CC1)C1CCN(S(=O)(=O)N2CCOCC2)CC1
  -0.8, -1.3, -3, -0.3, 0.0, /, 0.0, -5, -4
CC1=C([N+](=O)[O-])C(c2ccccc2Cl)NC(=O)N1 (configuration not stated)
  1.9, -2.2, 0, i, -0.1, 0.2, -2.2, 17, 6
CC(NC(=O)c1ccccc1F)c1nnc(SCC(=O)N2CCN(c3ccccc3)CC2)n1C (configuration not stated)
  1.0, /, 1, 2.0, 23, -0.6, 0.5, -1, 4
CN(CC(=O)Nc1ccccc1Cl)C(=O)c1cc(=O)[nH]c2ccccc12
  2.7, -4.3, 10, 0.4, 0.1, -0.5, 0.5, 10, -6
O=C(CCn1cnc2ccccc2c1=O)Nc1ccc(S(=O)(=O)N2CCCCC2)cc1
  -1.1, -2.4, 1, i, -2.0, /, 0.2, 3, 3
COC(=O)C(c1ccccc1)C(C(=O)OC)c1ccccc1 (configuration not stated)
  0.5, 1.7, 1, i, -0.4, 1.0, 0.9, 2, 2
COc1ccc(CCN(C)C(=O)C2CCN(Cc3ccccc3)CC2)cc1OC
  0.7, 2.4, 2, -0.3, -0.4, -1.8, -2.4, -3, 8

Other records:
smiles,Mtb UGM inh,Mtb BioA inh,Mtb FBA inh,BH1578 lux ind,PfHsp40 yeast,TcdB inh,FadD28 binding,GDH-TPI inh,Y pestis TopoI
O=C(NCCNC(=O)c1cc(F)cc(F)c1)c1cc(F)cc(F)c1,-2.3,-0.8,-1,i,0.1,-0.5,-3.5,-16,2
CC(NC(=O)CNC(=O)c1ccccc1F)c1ccc(-n2ccnc2)cc1 (configuration not stated),3.2,-1.3,2,-0.7,-0.3,-0.4,-0.8,10,4
Cc1c(C(=O)N(C)C2CC(C)(C)NC(C)(C)C2)oc2c(F)cccc12,0.3,-0.6,0,-0.7,1.9,1.1,-1.5,-4,-11
O=C(NCCN1CCNCC1)c1ccccn1,1.3,-0.8,0,-0.2,-2.1,/,-1.4,12,-2
CCOC(=O)C1CCCN(C(=O)c2cccc(S(=O)(=O)N(Cc3ccccc3)c3ccccc3OC)c2)C1 (configuration not stated),3.0,-1.4,1,i,0.0,-1.6,0.6,-2,6
Cn1c(CN2CCOCC2)nnc1SCC(N)=O,0.0,-1.6,1,0.8,-0.9,/,-2.3,2,-5
CN1CCN(CC(=O)N(Cc2c(C#N)c3ccccc3n2C)c2ccccc2)CC1,-0.8,0.3,11,-1.3,0.8,/,-6.0,-7,-7
COc1ccc(Br)cc1/C=N/n1c(COc2ccccc2)n[nH]c1=S,2.7,-1.0,0,i,-0.3,-6.3,/,4,-4
Cc1cc(C)c(S(=O)(=O)NCc2ccccn2)cc1C,-0.3,-1.2,-1,i,0.0,1.4,-0.9,3,3
COc1ccc(CCNc2nnc(Sc3nnnn3-c3ccccc3)s2)cc1OC,0.2,0.1,0,-0.3,1.3,/,-2.8,-7,19
O=C(CSCc1ccccc1Cl)NNC(=O)c1ccccc1,-1.1,3.5,-1,-2.6,0.5,/,-2.7,4,5
COc1ccc(CCNC(=O)C2CCN(S(=O)(=O)N3CCC(C)CC3)CC2)cc1OC,-1.1,0.9,2,-0.3,1.2,-0.9,-2.9,-1,-8
CSc1ccccc1NC(=O)Cc1ccccc1,0.0,1.8,3,i,-0.3,-0.9,-4.4,-6,5
Clc1nssc1=Nc1ccc(Br)cc1,/,/,0,i,-0.9,-1.9,0.3,11,9
O=C(O)Cc1ccc(NC(=O)COc2ccc3ccccc3c2)cc1,1.4,0.4,-1,0.8,1.6,-0.3,-4.1,-3,1
Cc1cccc(NC(=O)CN(CCc2ccccc2)S(C)(=O)=O)c1,1.2,-0.6,2,i,2.6,3.8,-1.1,1,-2
CCCN(CCC(=O)Nc1ccccc1F)CC1CC1,-1.5,-3.3,6,0.3,-0.9,/,-1.9,3,0
O=C(Nc1ccc(S(=O)(=O)Nc2nccs2)cc1)c1cccc(N2C(=O)c3ccccc3C2=O)c1,0.1,/,3,i,-0.9,0.7,0.4,4,-4
COc1ccc(C(C)C)cc1-c1cc(C(=O)NCc2cc(C(F)(F)F)cc(C(F)(F)F)c2)[nH]n1,/,-1.3,-4,-0.8,/,-0.5,-3.6,1,5
COc1ccc(CC(=O)N2CCC(C)(C(=O)NS(=O)(=O)C3CC3)C2)cc1OC (configuration not stated),/,-1.7,1,i,/,-1.8,-1.3,2,2
Cc1cc(C)c(C#N)c(SCC(=O)N(CCC#N)c2ccc3c(c2)OCCO3)n1,/,0.0,-1,i,-1.2,1.7,-4.4,1,19
Cc1ccc(/C=C2\SC(=S)N(CCCC(=O)Nc3cccnc3)C2=O)cc1,-0.9,0.3,10,-3.9,-1.1,/,-1.1,7,12
COCc1cc(=O)n2[nH]c(-c3ccco3)cc2n1,-1.8,-0.8,34*,i,-0.7,0.5,-3.1,6,0
CN(C)c1ccc(-c2nnn(CC(=O)N3c4ccccc4CCc4ccccc43)n2)cc1,-0.1,-1.5,4,-0.3,1.4,1.3,0.9,11,21
Cc1ccc(-c2nc(CS(=O)(=O)CC(=O)NCCCN3CCOCC3)c(C)o2)cc1,-0.7,-0.9,2,-0.3,-0.5,1.6,-1.8,11,-8
CCN(CC(=O)Nc1ccc2c(c1)OCCO2)C(=O)CCOc1ccccc1,-1.1,6.3,4,i,-0.9,-2.9,-2.2,-3,-13
CCC(C)c1ccc(O)c(NC(=S)NC(=O)c2cccnc2)c1 (configuration not stated),-2.8,/,1,-0.3,54*,1.5,0.1,3,-4

Screening data as filed in PubChem BioAssay.
